Screening results from PubChem.
DENV2 CPE: DENV2-induced cell death inhibition; DENV2-infected cells, cytopathic effect rescue, plate reader; CPE inhibition, % at 9.99 µM; 350,000 tested, 1.7% active; in the data active means CPE inhibition above about 20%, passing the limit was not always enough; inconclusive means no clear call, values can overlap the other calls; tested in BHK-21 cells;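 further: 0% = median of neutral control wells and 100% = median of positive control wells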
E-selectin induc: induces E-selectin expression in human endothelial cells | HUVEC E-selectin immunofluorescence imaging; normalized: neutral wells 0, TNF-alpha wells 100 | activation, % at 7.58 µM | 260,000 tested, 0.37% active | AID 686992;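 active means mean E-selectin-positive cell signal at least 10% of the positive control, reached in at least 60% of replicates, without over 20% cell loss; inconclusive means no rule given, readout overlaps actives, possibly toxicity-flagged; inactive means the rest, including those meeting only one limit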;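 further: in these data hits start at about 27%; measured in HUVEC primary endothelial cells; signal is the percent of cells scored E-selectin positive by PE staining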
Target sequence (P16581 whole entry, looked up): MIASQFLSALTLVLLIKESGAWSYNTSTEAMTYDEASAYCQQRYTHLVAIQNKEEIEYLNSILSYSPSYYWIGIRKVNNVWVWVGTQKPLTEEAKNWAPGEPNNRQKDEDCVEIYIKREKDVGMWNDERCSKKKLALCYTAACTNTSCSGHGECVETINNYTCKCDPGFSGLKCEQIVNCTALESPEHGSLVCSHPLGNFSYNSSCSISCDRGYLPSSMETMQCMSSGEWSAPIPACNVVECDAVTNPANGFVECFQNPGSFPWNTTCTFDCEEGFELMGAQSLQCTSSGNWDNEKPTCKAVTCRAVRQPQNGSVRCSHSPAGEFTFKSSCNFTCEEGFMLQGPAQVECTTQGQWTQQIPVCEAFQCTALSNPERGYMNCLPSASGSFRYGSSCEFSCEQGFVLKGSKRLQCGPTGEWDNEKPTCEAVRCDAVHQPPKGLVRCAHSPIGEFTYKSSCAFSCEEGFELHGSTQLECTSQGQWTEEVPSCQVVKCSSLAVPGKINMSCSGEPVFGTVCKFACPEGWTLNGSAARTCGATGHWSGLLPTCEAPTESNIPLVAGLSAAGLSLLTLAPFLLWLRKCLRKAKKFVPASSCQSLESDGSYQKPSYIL
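material = human umbilical vein endothelial cells (HUVEC), E-selectin induction | quantity = 3,000 cells/well | medium = EGM-2 growth medium on 0.1% gelatin-coated wells | technique = immunofluorescence imaging | read-out basis = % PE-positive cells | control set = TNF-alpha positive control, DMSO neutral control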
C2C12 statin: suppression of simvastatin myotoxicity; rescue of ATP level, % at 7.49 µM; AID 602340; C2C12 myotubes + simvastatin, ATP luminescence, 48 h; scaled: DMSO 0, geranylgeraniol control 100; 330,000 tested, 0.78% active;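 active means mean ATP rescue above about 67%, or every replicate alone reaching that limit, limit read from the data, passing the limit was not always enough; inconclusive means no clear call, values can overlap the other calls; inactive means mean under the limit and some replicate under it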;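 further: myotubes were challenged with 10 µM simvastatin during compound exposure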
PglD DTNB: blocks C. jejuni PglD acetyltransferase activity; purified PglD enzyme, DTNB colorimetric CoA detection; inhibition, % at 12.5 µM; 360,000 tested, 0.098% active; AID 602405; in the data active means inhibition above about 16%, passing the limit was not always enough; inconclusive means no clear call, values can overlap the other calls; further: strong numbers were not always called active
SIRT5 block: blocks human SIRT5 desuccinylation of peptide. Q9NXA8. Purified SirT5, succinyl-peptide AMC, trypsin-coupled fluorescence. inhibition, % at 15 µM. 330,000 tested, 1.1% active; in the data active means inhibition above about 15%; inconclusive means no clear call, values can overlap the other calls
ERp5 block: blocks human ERp5 reductase activity on insulin. ERp5 insulin aggregation, absorbance 650 nm, 90 min. inhibition, % at 9.99 µM. 350,000 tested, 0.05% active;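 active means mean replicate inhibition above about 25%, with every replicate also reaching it, limit read from the data, passing the limit was not always enough; inconclusive means only one of those two criteria met; inactive means neither criterion met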
Target sequence (Q15084 whole entry, looked up): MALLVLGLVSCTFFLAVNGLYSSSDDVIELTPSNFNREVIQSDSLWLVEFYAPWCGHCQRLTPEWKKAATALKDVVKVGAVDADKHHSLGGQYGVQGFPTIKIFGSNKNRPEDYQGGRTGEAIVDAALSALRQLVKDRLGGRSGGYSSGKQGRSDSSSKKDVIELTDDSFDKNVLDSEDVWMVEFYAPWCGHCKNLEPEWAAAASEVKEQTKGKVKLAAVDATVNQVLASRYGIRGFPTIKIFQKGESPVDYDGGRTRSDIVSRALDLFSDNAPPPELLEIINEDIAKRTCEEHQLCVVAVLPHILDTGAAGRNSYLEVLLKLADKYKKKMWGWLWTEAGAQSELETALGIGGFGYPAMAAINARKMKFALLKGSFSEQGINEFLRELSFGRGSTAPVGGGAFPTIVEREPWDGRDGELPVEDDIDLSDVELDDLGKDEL
S100A4 inh HTS: blocks human S100A4 binding to myosin IIA peptide; S100A4/TAMRA-MyoIIA peptide fluorescence polarization; inhibition, % at 10.7 µM; 360,000 tested, 0.14% active; AID 652163;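 active means mean inhibition of at least 70% across replicates, with every replicate also reaching that level; inconclusive means mean inhibition reaches 70% but some replicates fall short; inactive means mean inhibition below 70%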
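Test system – S100A4 monomer (human) · Compound – single-point compound testing · Schedule – 5 min incubation before reading · Probe or stimulus – TAMRA-labelled myosin IIA heavy-chain peptide probe, 5 nM · Benchmarks – neutral control DMSO, positive control TFP · Medium – Calcium-containing HEPES buffer, pH 7.2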
Starred values were filed as active, the others as inactive; ? = inconclusive; . = not tested or not shown; & = joins results of further samples. Some of the compounds tested (hit frequency here may not be typical).

SMILES	S100A4 inh HTS	C2C12 statin	SIRT5 block	DENV2 CPE	PglD DTNB	ERp5 block	E-selectin induc
C[C@H]1CN([C@@H](C)CO)S(=O)(=O)c2ccc(/C=C/c3ccccc3)cc2O[C@H]1CN(C)C(=O)c1ccccc1	.	29	.	?	0	.	.
C[C@@H]1CN([C@H](C)CO)C(=O)c2cc(N(C)C)ccc2O[C@@H](C)CCCCO[C@H]1CN(C)Cc1ccc(C(F)(F)F)cc1	6	.	-8	-11	0	7	-0.6
CCN1[C@@H]2Cn3c(ccc(-c4ccccc4OC)c3=O)[C@H]1[C@@H](C(=O)N[C@H](C)c1ccccc1)[C@@H]2CO	-4	18	1	1	0	0	-0.3
NNC(=O)c1ccc(NS(=O)(=O)c2ccc(Br)cc2)cc1	-1	.	-4	-3	.	2	.
O=C(COc1coc(CN2CCN(c3ccccc3F)CC2)cc1=O)N1CCc2ccccc21	-3	.	1	-1	5	2	.
O=C(C1CCCCC1)N1CC2(C1)[C@@H](c1ccccc1)[C@@H](CO)N2C(=O)c1cccnc1	5	.	0	10	.	-2	-0.1
Cc1c(N=c2scc(-c3ccccc3)n2CCO)c(=O)n(-c2ccccc2)n1C	9	23	-3	4	0	6	.
COc1ccccc1NC(=O)Cn1nc(-c2ccc3c(c2)OCCO3)ccc1=O	1	.	-6	-3	.	6	1.5
O=C(Nc1ccc(S(=O)(=O)N2CCOCC2)cc1)C1CCN(S(=O)(=O)c2ccc(F)cc2)CC1	-4	-10	8	-12	-3	4	-0.9
CN(C)CCCNC(=O)/C(=N\O)c1ccccc1	.	-2	.	.	-6	.	0.1
O=S(=O)(Nc1cccc(S(=O)(=O)N2CCCC2)c1)c1ccc(F)cc1	-4	8	-6	7	-2	1	0.1
CC(NC(=O)Cc1ccccc1[N+](=O)[O-])c1ccccc1 (centres undefined)	-4	.	-7	-1	.	-5	.
CN1CCN(C(=S)NC(=O)c2ccco2)CC1	-17	.	-5	-5	.	6	.
COc1ccc(/C=C/C(=O)N(C)Cc2cccs2)cc1S(=O)(=O)N1CCOCC1	-4	5	1	-7	1	-2	0.0
COCC#Cc1ccc2c(c1)O[C@@H](CN(C)S(=O)(=O)c1ccc(F)cc1)[C@@H](C)CN([C@@H](C)CO)S2(=O)=O	13	-19	2	10	3	-3	-0.3
COc1ccc(C(=O)COC(=O)c2nn(C)cc2Cl)cc1	-1	-7	-1	-3	8	0	-0.2
CN(CCc1ccccc1)C(=O)c1cccc(NC(=O)Cc2cccc(NC(=O)C3CCCN(S(=O)(=O)c4cccc([N+](=O)[O-])c4)C3)c2)c1 (centres undefined)	-4	4	2	-1	1	0	-2.2
CC(=O)NC(Cc1c[nH]c2ccccc12)C(=O)NCc1ccco1 (centres undefined)	1	-6	6	-5	-2	1	0.2
COc1cc(OC)cc(C(=O)N[C@H](C(=O)NCc2cccs2)C(C)C)c1	-1	-1	1	.	0	-2	3.8
CC(=O)Nc1c(Cl)cc2c(c1Cl)Cc1ccccc1-2	-5	-1	-2	-10	4	-4	-0.7
COC(=O)Cc1ccc(NC(=S)N2CCCCC2C)cc1 (centres undefined)	2	2	1	0	-4	0	-0.4
CCOC(=O)C1CCN(C(=O)COC(=O)CSc2ccc(C(N)=O)cc2[N+](=O)[O-])CC1	-2	0	-3	-8	-1	-8	-0.2
COc1ccc(N2CCCC2)c(NC(=O)c2ccc(Br)o2)c1	-3	.	-3	-7	0	1	0.1
O=C(Cc1cccs1)Nc1nnc(SCc2ccc(Br)cc2)s1	-13	.	-5	0	.	6	0.3
CC/C(=N/NC(=O)CNc1ccc(Cl)cc1C)c1ccccc1	-2	0	-5	.	.	6	.
COc1ccc2c(c1)cc(C(=O)N[C@@H](CCSC)C(=O)N1CCC(C(=O)O)CC1)n2C	5	-15	-10	7	-1	-1	.
Cc1nc(S/C(=C/c2ccc(-c3ccc(C(=O)O)cc3)o2)C(=O)O)n[nH]1	20	11	37*	-1	-16	4	6.0
C[C@H]1CN([C@@H](C)CO)S(=O)(=O)c2ccc(C#CCN(C)C)cc2O[C@@H]1CN(C)Cc1ccccc1	-23	-77	7	-4	-4	5	-0.1
COc1ccc(NC(=O)C2Cc3c(-c4ccccc4Oc4ccccc4)ccnc3O2)cc1OC (centres undefined)	10	16	-1	0	-4	-4	-1.0
CC(C)N(CCC#N)C(=O)Nc1ccc2c(c1)CCO2	-6	.	.	0	.	3	74*
Cc1ccc(F)cc1NC(=O)c1sc2ncn(CC(=O)N3CCN(c4ccccn4)CC3)c(=O)c2c1C	-3	-16	0	2	-5	-2	.
CS(=O)(=O)N1CCN(c2ccc(NC(=O)CSc3nnc(-c4ccco4)o3)cc2)CC1	-2	.	0	2	.	4	.
Cc1ccc(NC(=S)NCc2ccc(S(N)(=O)=O)cc2)c(C)c1	-3	.	2	-1	.	2	-5.6
O=C(O)C(Cc1ccccc1)NS(=O)(=O)c1ccc(Cl)cc1 (centres undefined)	2	3	2	-3	-6	5	0.0
Cc1ccccc1OCCCn1c(CO)nc2ccccc21	-1	.	-2	.	.	-4	0.1
CO[C@@H]1CN(C)C(=O)c2ccc(NC(C)=O)cc2OC[C@@H](C)N(Cc2cc(-c3ccccc3)on2)C[C@H]1C	1	-18	-4	-4	0	1	-0.2
Cn1c2ccc(F)cc2c2nnc(NN)nc21	-7	.	1	-10	0	2	.
O=C(Oc1c(-c2ccccc2)c(=O)n2c3c(cccc13)CC2)c1ccco1	-5	.	9	0	-3	5	0.2
O=C(Nc1ccc(F)cc1)N1CC(=O)N2[C@H](C1)[C@H](c1ccc(-c3ccccc3)cc1)[C@@H]2CO	13	.	4	-2	.	-6	0.1
CCC(=O)N1CCCC1(C)C(=O)Nc1ccc(OC(F)F)cc1 (centres undefined)	1	4	-1	9	-2	11	-0.1

Record cards, from the list above. Values in the order: S100A4 inh HTS, C2C12 statin, SIRT5 block, DENV2 CPE, PglD DTNB, ERp5 block, E-selectin induc
`CS(=O)(=O)N1CCN(c2ccc(NC(=O)CSc3nnc(-c4ccco4)o3)cc2)CC1` across the screens: -2, ., 0, 2, ., 4, .
`O=C(Oc1c(-c2ccccc2)c(=O)n2c3c(cccc13)CC2)c1ccco1` across the screens: -5, ., 9, 0, -3, 5, 0.2

Further entries
SMILES	S100A4 inh HTS	C2C12 statin	SIRT5 block	DENV2 CPE	PglD DTNB	ERp5 block	E-selectin induc
CCC(=O)N1C[C@@H](C)[C@@H](OC)CN(C)C(=O)c2cc(NC(=O)Nc3ccccc3)ccc2OC[C@@H]1C	-5	1	6	-3	-2	4	-0.2
COc1ccccc1C(=O)NNC(=O)c1ccc2ccccc2c1	1	-5	5	-5	1	0	.
CCCNC(=O)c1c(Cl)cnn1-c1ccc(C)cc1	6	.	-8	0	-2	3	.
N/C(=N\NS(=O)(=O)c1ccccc1Cl)c1ccccn1	-1	.	-1	14	.	3	1.9
OC[C@@H]1[C@@H](c2ccccc2)C2(CN(Cc3nccs3)C2)N1Cc1ccncc1	2	.	16*	11	.	3	0.2
COc1ccc(CCCNC(=O)C2(C)Cc3c(-c4ccc(C(N)=O)cc4)ccnc3O2)cc1 (centres undefined)	-3	-13	.	-7	4	9	-0.1
Cc1ccc(CC(=O)N2CCC(c3nc4c(nnn4Cc4ccccc4)c(=O)[nH]3)CC2)cc1	0	.	.	-9	2	-1	?
O=C(O)c1cc([N+](=O)[O-])cc2ccccc12	5	4	2	-1	4	9	-0.4
CO[C@@H]1CN(C)C(=O)c2cc(NS(=O)(=O)c3ccc(Cl)cc3)ccc2OC[C@@H](C)N(C(=O)Cc2cccnc2)C[C@H]1C	-13	7	.	10	-2	-3	0.0
NC(=O)CSc1cn(CCNC(=O)c2cccs2)c2ccccc12	-1	0	-2	0	1	-4	.
COCCNC(=O)C1(C)CCCN(C(=O)c2ccccc2OC(F)(F)F)C1 (centres undefined)	-2	-3	.	5	5	-9	0.2
C[C@@H]1CCCCO[C@H](CN(C)S(=O)(=O)c2ccc(F)cc2)[C@H](C)CN([C@@H](C)CO)C(=O)c2cc(NS(=O)(=O)c3cccs3)ccc2O1	-13	.	9	-14	1	-5	0.0
CCC(C(=O)Nc1cc(F)ccc1F)n1nc(C)c2c(C)n(-c3ccc(C)cc3)nc2c1=O (centres undefined)	4	-4	0	3	5	.	-0.4
COc1c(C(=O)Nc2ccccc2N2CCOCC2)cc2ccccc2c1Br	3	-44	2	-3	4	-2	0.0
Cc1cccc(-c2noc(CCC(=O)NC3CCCCC3)n2)c1	-2	.	-3	-5	-10	2	-0.6
CCCN1CCN(S(=O)(=O)c2ccc3c(c2)OCCO3)CC1	-19	.	-6	3	.	-7	.
Cc1ccc2nc(/C(C#N)=C/c3ccc(-c4cccc([N+](=O)[O-])c4)o3)[nH]c2c1	2	.	.	1	.	5	0.2
O=C(NCCc1cccc(Cl)c1)c1cccs1	-1	-13	1	-1	3	11	.
C[C@@H]1CN([C@H](C)CO)C(=O)CCCn2nncc2CO[C@@H]1CN(C)C(=O)c1ccncc1	-4&-5	-7&5	-5&-3	20&-2	-3&0	1&3	0.0
CN(C)CCCN1C(=O)c2cccc3c(Br)ccc(c23)C1=O	2	.	-2	7	.	-7	.
C[C@@H]1CCCCO[C@H](CN(C)C)[C@@H](C)CN([C@@H](C)CO)C(=O)c2cc(NS(=O)(=O)c3ccccc3)ccc2O1	5	-12	-2	?	-1	0	0.0
Cc1cc(C(=O)OCC(=O)N2CC(C)OC(C)C2)ccc1[N+](=O)[O-] (centres undefined)	1	.	-2	-1	.	-4	-0.1
O=c1[nH]c2ccccc2c(O)c1-[n+]1ccccc1	-7	.	-5	-6	-5	1	2.3
O=C(c1ccco1)N1CCCC(Nc2ccc3c(c2)OCCO3)C1 (centres undefined)	-1	7	-2	10	-2	1	.
C[C@@H]1CCCCO[C@H](CN(C)Cc2ccc(Cl)c(Cl)c2)[C@@H](C)CN([C@@H](C)CO)C(=O)c2cc(NC(=O)CCC(F)(F)F)ccc2O1	-6	.	8	-2	-2	9	-0.2
COc1ccc2sc(-c3ccc(SC)cc3)c(C#CC(C)(C)O)c2c1	0	20	.	-6	0	-2	0.9
O=C(CN(Cc1ccco1)C(=O)c1cccc(F)c1)Nc1ccccc1C(F)(F)F	-2	-7	-7	0	-100	0	.
CC(C)(C)C1CCC(C(=O)Nc2cccnc2)CC1 (centres undefined)	-6	2	-3	1	0	-6	0.0
COCCOC(=O)C1=C(C)NC(=O)NC1c1cccc(F)c1 (centres undefined)	-3	0	.	-1	0	-1	.
O=C(CC1CC1)N1[C@@H](CO)[C@@H]2c3ccccc3N(S(=O)(=O)c3ccc(F)cc3)C[C@@H]21	0	-16	25*	3	-41	0	0.0
CCc1ccc(N2CC(C(=O)OC)CC2=O)cc1 (centres undefined)	1	.	.	-4	.	4	-1.8
O=C(COC(=O)CCc1c[nH]c2ccccc12)NCc1ccc(Cl)cc1	-3	.	-4	5	-3	-2	.
COc1cc2ccccc2cc1C(=O)N(CCN(C)C)c1nc2c(F)cccc2s1	-2	12	-4	-5	2	0	.
C[C@@H]1CN([C@H](C)CO)C(=O)c2cc(NS(=O)(=O)c3cccs3)ccc2O[C@H]1CN(C)Cc1ccc(Cl)c(Cl)c1	14	-32	-3	17	4	-1	-3.1
CN1CCC(=NNC(=O)C(=O)Nc2ccccc2F)CC1	4	6	-2	.	4	2	.
Cc1ccc(-c2ccc3c(c2)O[C@@H](CN(C)Cc2cncnc2)[C@H](C)CN([C@H](C)CO)S3(=O)=O)cc1	-21	-62	2	-3	2	1	-0.1
